Screening results deposited in PubChem by several laboratories.
RSV antiviral HEp-2 = RSV antiviral activity via CPE protection, HEp-2 cells, primary 10 µM value included (AID 2391). HEp-2 cells, RSV-induced CPE inhibition; higher % means a stronger effect. CPE inhibition, % at 10 µM, or IC50 in µM where a hit was titrated. actives 0.13% (n = 310,000); in the data active = a potency from the dose series; inconclusive = CPE inhibition mostly from about 23% at the one dose, without a potency; inactive = the rest, 99 in 100 with CPE inhibition below about 21%; note: strong numbers were not always called active
Rac1 GTP hydrolysis = MgcRacGAP GTPase-activating activity inhibitors, confirmation, biochemical, ADP Hunter fluorescence. Rac GTPase-activating protein 1 (Homo sapiens). MgcRacGAP-stimulated Rac1 GTP hydrolysis, ADP Hunter fluorescence; higher % means a stronger effect; GST-tagged Rac1 F28L mutant substrate. inhibition, % at 30 µM, or IC50 in µM where a hit was titrated. actives 0.6% (n = 340,000). AID 624330, 2012;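 active = first-screen hits whose inhibition reached a set limit at any dose in the follow-up dose series; inconclusive = inhibition above the set first-screen limit but never retested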;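 note: fluorescence reports GDP produced by GAP-driven GTP hydrolysis; strong numbers were not always called active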
West Nile virus CPE = West Nile virus antiviral activity, cell-based, CPE readout (AID 1621); West Nile virus-infected cells, CPE inhibition; higher % means a stronger effect; CPE inhibition, % at 10 µM; hits with a dose series show IC50 in µM; actives 0.02% (n = 290,000); in the data active = a potency from the dose series; inconclusive = CPE inhibition mostly from about 3.7% at the one dose, without a potency; inactive = the rest, 99 in 100 with CPE inhibition below about 2.2%; note: strong numbers were not always called active
K1F lysis inhibition = inhibition of K1F phage lysis, E. coli UTI89, bacterial capsule biogenesis inhibitors, alamar blue (AID 488966); E. coli UTI89 K1F phage lysis, alamar blue, 2 h; higher % means a stronger effect; one-dose inhibition, % at 100 µM; IC50 in µM for titrated hits; actives 0.02% (n = 340,000);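 active = phage lysis inhibition, versus mean bacterial control, above a set limit; inconclusive = no clear call, values can overlap the other calls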;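 note: capsule biogenesis inhibitors block K1F phage lysis so surviving cells raise fluorescence; higher fluorescence means more inhibition of phage lysis; actives were called in the ten point dose series up to 300 µM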
NTR1 agonist = agonists of NTR1, primary screen, imaging, U2OS cells, beta-arrestin-GFP, high content (AID 493036). NTR1-U2OS beta-arrestin-GFP spot imaging, agonist mode. actives 0.17% (n = 330,000). activation, % at 20 µM;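 active = activation at or above 40% of the spot to cytoplasm intensity ratio, with at least 20 cells analyzed; inconclusive = wells under 20 cells, flagged as cytotoxic or low count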;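 note: 0% = DMSO without peptide and 100% = 100 nM NTR1 peptide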
Target sequence (P30989 whole entry, looked up): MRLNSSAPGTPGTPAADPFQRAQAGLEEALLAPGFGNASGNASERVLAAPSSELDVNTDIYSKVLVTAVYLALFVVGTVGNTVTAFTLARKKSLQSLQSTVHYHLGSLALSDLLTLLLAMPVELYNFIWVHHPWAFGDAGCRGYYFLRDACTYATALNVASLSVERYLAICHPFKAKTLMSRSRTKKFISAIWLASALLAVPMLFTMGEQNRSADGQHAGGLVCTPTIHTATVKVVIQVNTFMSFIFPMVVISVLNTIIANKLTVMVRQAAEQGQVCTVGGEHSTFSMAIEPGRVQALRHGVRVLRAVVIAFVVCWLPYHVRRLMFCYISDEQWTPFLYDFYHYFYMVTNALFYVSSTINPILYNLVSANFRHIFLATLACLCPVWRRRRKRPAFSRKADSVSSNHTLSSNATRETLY
T cell modulator = modulators of CD8 T cell-vesicle binding, primary screen, mouse 2C CD8+ T cells, flow cytometry | calls only at 7 µM | 2C CD8+ T cell-vesicle binding; hits give low values | actives 0.068% (n = 330,000);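 active = response, share of CD8 T cells binding vesicles, and their 90th percentile fluorescence all below set limits, cut at about 80% in these data, passing the limit was not always enough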
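System: murine 2C transgenic CD8+ T lymphocytes; also added: QL9-loaded Drosophila micro-vesicles; times: binding 1.5 h at 37 °C; measured by: flow cytometry, PE anti-B7-1 (FL2) versus Alexa647 anti-CD8 (FL8), PFA-fixed; control set: Peptide-free naked vesicles (low) and QL9 vesicles with 0.7% DMSO vehicle (high)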
Large T inhibition = SV40 large T antigen inhibitors, biochemical (AID 1903); SV40 large T antigen ATPase/helicase inhibition assay; higher % means a stronger effect; actives 0.39% (n = 310,000); inhibition, % at 20 µM, or IC50 in µM where a hit was titrated; in the data active = a potency from the dose series; inconclusive = inhibition mostly from about 32% at the one dose, without a potency; inactive = the rest, 99 in 100 with inhibition below about 32%; note: strong numbers were not always called active
Salmonella PhoP GFP = inhibitors of PhoP regulon expression, primary screen, Salmonella Typhimurium, GFP reporter (AID 1863). S. Typhimurium PhoP-regulated promoter GFP reporter, 4 h; higher % means a stronger effect. inhibition, % at 50 µM, or IC50 in µM where a hit was titrated. actives 0.16% (n = 300,000);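 active = inhibition over 29.93%, a cutoff 3 SD above the screen mean, later confirmed by dose response; inconclusive = inhibition over 29.93% but no dose response follow-up; inactive = inhibition at most 29.93% or unconfirmed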;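 note: 0% = low Mg2+ inducing control and 100% = high Mg2+ repressing control; strong numbers were not always called active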
Dengue-2 NS5 capping = Dengue-2 NS5 methyltransferase inhibitors, primary screen, biochemical, confirmation dose response (AID 588689). one-dose inhibition, % at 25 µM; IC50 in µM for titrated hits. Dengue-2 NS5 methyltransferase capping enzyme assay, biochemical; higher % means a stronger effect. Genome polyprotein (Dengue virus type 2 (strain 16681-PDK53)). actives 0.3% (n = 340,000); in the data active = a potency from the dose series; inconclusive = inhibition above about 29% without an active follow-up result
T cell modulator vesicle-bound % = also measured in T cell modulator; calls as there; double positive events, %; measured here: CD8+ vesicle-bound cell fraction;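 binding gate set so that unloaded-vesicle control wells show 10% double positive cells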
NTR1 agonist cell count 20 µM = further read-out of NTR1 agonist, marked with its call; cell count; measured here: cell count, cytotoxicity flag
Dengue-2 NS5 capping pilot replicate = second read-out of Dengue-2 NS5 capping, no call of its own (marks repeat the call); inhibition, %; measured here: pilot screen replicate inhibition
Active calls of the source: *; i = inactive; ? = inconclusive; . = not tested or not shown; [ ] = dose if it differs, or a comment. Random draw from the library, and some 1.5% of all compounds hit somewhere here.

SMILES	RSV antiviral HEp-2	Rac1 GTP hydrolysis	West Nile virus CPE	K1F lysis inhibition	NTR1 agonist	NTR1 agonist cell count 20 µM	T cell modulator	T cell modulator vesicle-bound %	Large T inhibition	Salmonella PhoP GFP	Dengue-2 NS5 capping	others
C=CC[C@H]1CC(Cc2ccccc2)=C[C@H](CC=C)N1	0.6%	-1%	-0.2%	2.0%	0.0	41	i	41	6%	-10%	0%
CCC1CCC2(CC1)NC(=O)N(CC(=O)NCc1ccccc1Cl)C2=O (centres undefined)	.	5%	.	-1.7%	2.2	67	i	13	.	.	-4%
CCc1nnc(NC(=O)CCN2C(=O)C3CCCCC3C2=O)s1 (centres undefined)	1.5%	4%	-0.4%	0.4%	1.2	63	i	43	8%	1%	0%
CCC1Oc2nc(SC)nnc2-c2ccccc2N1C(=O)c1ccccc1 (centres undefined)	1.0%	13%	-0.1%	0.8%	1.4	48	i	49	6%	-4%	1%
COc1ccc(Cn2cnc3c(NS(C)(=O)=O)c(C)c(C)cc32)cc1	8.0%	-8%	-0.9%	-0.1%	24	88	i	38	-2%	-5%	6%
COc1ccc(CCNC(=S)NCc2ccc(Cl)c(Cl)c2)cc1OC	-0.5%	5%	-0.6%	0.2%	4.4	60	i	41	1%	-6%	1%
CC(C)(C=O)C1=CC(=O)c2ccccc2C1=O	-1.6%	8%	0.0%	0.0%[50 µM]	.	.	i	49	?	8%	?
COc1ccc(Oc2ncnc3sccc23)cc1	0.2%	7%	-0.9%	0.5%	1.5	66	i	28	6%	10%	-7%
CCC(Oc1ccccc1)C(=O)Nc1ccsc1C(=O)OC (centres undefined)	3.0%	4%	-1.5%	-3.0%	3.8	48	i	48	8%	2%	-11%
Cc1nc2cc(C(=O)OCC(=O)NC(C)C(C)C)ccc2n1-c1ccccc1 (centres undefined)	4.3%	10%	1.4%	-0.1%	2.5	55	i	8	-8%	-3%	-4%
COc1ccccc1CC(NC(C)=O)C(=O)N1CCN(C(=O)Nc2ccccc2Cl)CC1 (centres undefined)	2.0%	4%	-0.3%	-2.0%	-0.6	56	i	2	11%	-12%	-4%
COC(=O)C1(C(=O)OC)NOC2C(=O)N(c3ccccc3)C(=O)C21 (centres undefined)	-0.3%	2%	0.2%	-1.8%	-0.8	74	i	11	8%	4%	-1%
O=C(c1cn(-c2ccccc2)nc1-c1ccc(Cl)cc1)N1CCOCC1	1.2%	3%	0.9%	0.2%	0.1	46	i	39	2%	-3%	-1%
CC#CCCCC(=O)Nc1cccc(C(=O)O)c1	2.3%	4%	0.3%	1.1%	-1.2	86	i	44	0%	-4%	1%	Dengue-2 NS5 capping pilot replicate=-3.0
CC(C)(C)N1C(=O)[C@H]2[C@@H](c3ccc(Br)cc3)N3C(=O)N(c4cccc(Cl)c4)C(=O)[C@@]3(Cc3ccccc3)[C@H]2C1=O	34%	1%	.	-0.2%	2.6	88	i	22	11%	.	2%
COc1ccc(/C=N/n2c(C)nc3sc(C)c(C)c3c2=O)cc1	1.7%	.	0.4%	.	2.3	51	i	24	4%	-6%	.
COc1cccc(-n2c(SCC(=O)NC3CCS(=O)(=O)C3)nc3ccccc3c2=O)c1 (centres undefined)	0.2%	0%	.	0.2%[50 µM]	-0.2	58	i	31	.	.	-7%
CCN(CC)C(=O)CSc1nnc(-c2ccc(S(=O)(=O)N3CCCC3)cc2)o1	-2.1%	-1%	0.3%	-0.4%	4.7	80	i	24	3%	-18%	-7%	Dengue-2 NS5 capping pilot replicate=-2.6
Cc1nn(CC(=O)Nc2ccc(Cl)cc2Cl)c(=O)c2ccccc12	3.4%	-3%	-1.2%	0.0%	-1.2	70	i	47	9%	-4%	-8%
CCOc1ncccc1C(=O)OCC(=O)c1ccc(OC)c(OC)c1	0.8%	2%	-0.2%	-0.4%	-1.0	25	i	6	17%	1%	-3%
O=C(COC(=O)c1ccccc1O)NC(c1ccccc1)c1ccccc1	.	10%	.	2.5%	-0.2	54	i	51	.	.	5%
O=C(NCC(=O)N1CCCCCC1)c1ccc(OC(F)F)cc1	1.2%	8%	0.0%	0.1%	0.8	60	i	57	-2%	-7%	4%
Cc1cc2c(cc1C)/C(=N/NC(=O)c1ccccn1)CCC2	5.3%	.	-0.9%	.	2.3	39	i	55	5%	1%	.
c1ccc2c(c1)oc1c(Nc3ccc4c(c3)OCCO4)ncnc12	0.2%	9%	-0.1%	8.9%	3.4	73	i	54	21%	8%	-7%
CCOCCNC(=O)c1ccc2c3c(cccc13)CC2	2.5%	2%	0.3%	-0.3%	-0.2	51	i	38	2%	-2%	-8%
COc1ccc(S(=O)(=O)N(C)CC(=O)Nc2ccc3c(c2)OCCO3)cc1	-1.7%	4%	.	1.2%[50 µM]	-0.5	78	i	31	16%	-9%	1%
O=C(NCc1cccs1)C(=O)c1c[nH]c2ccccc12	2.3%	0%	-0.6%	0.2%	-2.9	100	i	50	-26%	-3%	0%
CSc1ccc(/C=C/C(=O)OCC(=O)c2ccc[nH]2)cc1	-0.5%	1%	.	2.5%[50 µM]	-1.5	41	i	56	.	.	1%
CCOc1ccc(N=c2cc(-c3ccc(OC)cc3)oc3ccccc23)cc1	4.2%	-10%	-0.5%	1.2%[50 µM]	8.7	49	i	10	6%	21%	-4%
CC(C(=O)NN)n1nnc(N2CCOCC2)n1 (centres undefined)	1.9%	3%	0.1%	0.4%	0.6	58	i	38	8%	-12%	-3%
CCc1ccc(NC(=O)CSc2nnc(CC)c(CC)n2)cc1	2.1%	3%	0.0%	-0.4%	1.6	77	i	32	8%	1%	-4%	Dengue-2 NS5 capping pilot replicate=-0.6
OCC1CCCCN1C(=S)Nc1cccc(Cl)c1 (centres undefined)	3.5%	1%	0.1%	0.5%	-2.2	56	i	54	3%	0%	-1%
Cc1ccc(NC(=O)Cn2c(O)c(N=NC(N)=O)c3ccccc32)cc1	11%	11%	-0.1%	0.1%	0.0	66	i	27	1%	-4%	-8%
CC(C)CC(=O)Nc1ccc(C(=O)COC(=O)C2CCC2)cc1	0.6%	1%	0.1%	0.1%	1.5	59	i	58	3%	-3%	-1%
Cc1nnc(SCC(=O)N(C)CC(=O)Nc2ccc(F)cc2)n1Cc1ccccc1	1.2%	4%	-0.9%	0.4%	0.5	61	i	58	-6%	0%	3%
C=CCSC1=C(C#N)C(c2ccccc2OCC)C(C#N)C(=O)N1 (centres undefined)	-1.3%	5%	0.5%	2.4%	3.1	55	i	32	9%	-16%	1%
CCCc1nc(N)sc1C(=O)OCC	5.4%	5%	-0.2%	0.4%	0.1	50	i	18	9%	13%	-1%
O=C(Cn1nc(C(F)(F)F)cc1C1CC1)Nc1ccccc1F	0.7%	5%	-0.3%	2.6%	0.9	70	i	39	5%	6%	-4%
O=C(Nc1ccc(F)cc1F)NC1CC(=O)N(Cc2ccccc2)C1 (centres undefined)	2.9%	1%	-0.8%	0.0%	-0.6	42	i	10	1%	-5%	-11%
CCOC(=O)N1CCC(NC(=O)CSCc2nc(-c3ccc(OC)c(OC)c3)oc2C)CC1	2.5%	4%	-0.7%	1.8%	-0.6	87	i	60	12%	0%	-5%
CCCCC(=O)N1CCN(c2ccc(OC)cc2[N+](=O)[O-])CC1	1.4%	5%	-1.1%	0.0%	-0.1	68	i	47	8%	-8%	-3%
O=C(c1ccc(NC2=NC3CS(=O)(=O)CC3S2)cc1)N1CCN(C(=O)c2ccco2)CC1 (centres undefined)	2.5%	3%	0.2%	1.0%	9.5	57	i	39	5%	6%	-1%
COc1cccc(NC(=O)CN(C)C(=O)CSc2nc3ccccc3s2)c1	9.4%	-3%	.	0.5%[50 µM]	-0.1	63	i	51	7%	2%	5%
CCOC(=O)N/N=C/c1ccc(F)cc1	0.1%	-5%	0.1%	3.8%	0.1	86	i	29	-2%	1%	2%
O=C(CN1C(=O)c2cccc([N+](=O)[O-])c2C1=O)N1CCN(c2ccc(F)cc2)CC1	2.7%	2%	0.0%	0.0%	2.1	32	i	30	19%	-3%	-4%
CN1CCN(S(=O)(=O)c2ccc(Nc3ccc(F)cc3)c([N+](=O)[O-])c2)CC1	0.5%	-1%	.	0.7%[50 µM]	0.3	40	i	41	3%	-5%	-9%
O=C(COC(=O)c1ccc(O)cc1)Nc1cc(C(F)(F)F)ccc1Cl	2.7%	8%	0.6%	0.3%	5.3	31	i	5	9%	9%	-5%
Cc1ccc(NC(=O)C2CCN(C(=O)NC3CCCCC3)CC2)cc1Cl	1.6%	5%	-1.5%	-0.3%	-3.3	71	i	34	4%	-4%	-1%
O=C1CSC(c2ccc3c(c2)OCO3)N1c1ccc(Oc2ccccc2)cc1 (centres undefined)	13%	6%	-0.5%	1.1%	4.0	94	i	28	6%	2%	-8%
O=C(COC(=O)Cc1ccc(Cl)cc1)NC1CCCC1	0.5%	2%	.	1.4%[50 µM]	5.1	55	i	9	.	.	-4%
CC(=O)Nc1ccc(S(=O)(=O)NCc2ccccn2)cc1	2.7%	11%	0.2%	1.3%[50 µM]	-1.3	66	i	44	-4%	-4%	-1%
CCN(CC)c1cccc(OCC(=O)N(C)CCC#N)c1	1.5%	6%	0.4%	0.7%	5.4	55	i	39	18%	12%	-14%
COC(=O)C1C(O)C(C)C(O)C(C)(O)/C=C\C=C(/C)C(=O)Nc2c(C)c(OC(C)=O)c3c(c2O)C(=O)C(C)=C2OCOC(=C23)/C(C)=C/C(C)(O)C(O)C(C)C1O (centres undefined)	4.5%	7%	0.1%	0.8%	0.8	75	i	61	11%	17µM*	28%
CCCc1cc(C(=O)N2CCN(c3ccc(C(F)(F)F)cn3)CC2)sc1C	5.5%	7%	-0.2%	-0.8%	4.1	56	i	28	37%	-2%	-3%
